PLCb3 inh = PLC-beta3 (human) inhibition, primary screen. Q01970. Purified PLC-beta3, fluorogenic substrate, fluorescence. inhibition, % at 12.2 µM. 370,000 compounds, 0.18% hits. AID 720704; in the data active = inhibition above about 11%;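 note: 0% = median of compound wells on plate and 100% = full blocker control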
ssDAF12 agonist = activators of S. stercoralis DAF-12 nuclear receptor. HEK293 ssDAF-12/GRIP1 lit1-tk-luc reporter, luminescence; % of 3 µM dafachronic acid response. activation, % at 6.8 µM. 370,000 compounds, 1% hits. AID 652126;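 active = activation above the mean over all tested compounds plus 3 SD, cut at about 0.9% in these data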;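 note: 0% = DMSO-only wells and 100% = 3 µM delta7-dafachronic acid wells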
PG9 binder = small molecules binding HIV-1 gp120 antibody PG9; 360,000 compounds, 0.43% hits; TR-FRET gp120-PG9 antibody binding; inhibition, % at 6.7 µM; in the data active = inhibition above about 8.5%
hcDAF12 agonist = activators of H. contortus DAF-12 nuclear receptor; HEK293 hcDAF-12 lit1-tk-luc reporter, luminescence; 0% DMSO, 100% Δ7-dafachronic acid; activation, % at 6.8 µM; 370,000 compounds, 1.4% hits; AID 652067;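 active = activation above the mean of all tested compounds plus 3 SD, cut at about 5.5% in these data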;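 note: 100% = response to 3 µM Δ7-dafachronic acid high control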
SMARCA2 act = activators of SMARCA2 function; MG213 cells, MMTV-luciferase reporter, dexamethasone, overnight; activation, % at 9.1 µM; 370,000 compounds, 1% hits; AID 652017; in the data active = activation above about 7.8%;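 note: 0% = vehicle wells and 100% = reference activator wells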
DAX1 inh-1 = NR0B1 (DAX1) inhibition | P51843 | HEK293 Gal4-DAX1 luciferase reporter, luminescence | inhibition, % at 6.75 µM | 340,000 compounds, 0.99% hits | AID 504766;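 active = inhibition above the mean over all tested compounds plus 3 SD, cut at about 4.2% in these data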;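 note: 0% = DAX1-transfected cells with DMSO and 100% = empty-vector control cells with DMSO; inhibition shows as a rise in luminescence from relieved DAX1 repression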
Target sequence (P51843 207-470 limits assumed): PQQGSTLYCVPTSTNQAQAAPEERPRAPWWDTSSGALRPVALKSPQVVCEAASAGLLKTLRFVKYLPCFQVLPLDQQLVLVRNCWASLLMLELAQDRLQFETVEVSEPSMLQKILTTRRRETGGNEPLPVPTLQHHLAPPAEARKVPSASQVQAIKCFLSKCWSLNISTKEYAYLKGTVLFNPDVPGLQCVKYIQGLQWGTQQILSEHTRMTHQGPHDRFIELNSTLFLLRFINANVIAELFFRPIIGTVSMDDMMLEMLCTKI
NR1D1 modulator = Rev-erb alpha (human) modulation; Rev-erbα–FITC-DNA binding, fluorescence polarization, 90 min; activity, % at 10 µM; 370,000 compounds, 0.79% hits; AID 1259318;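 active = activity above about 14%, limit read from the data; passing the limit was not always enough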;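 note: 0% = DMSO wells with 35 nM protein and 100% = DMSO wells with 750 nM protein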
DAX1 inh-2 = DAX1 (NR0B1) inhibition, primary screen | HEK293T StAR-luciferase reporter, SF-1/DAX-1 repression relief | inhibition, % at 6.8 µM | 370,000 compounds, 1.1% hits | AID 652010;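 active = inhibition above the mean over all tested compounds plus 3 SD, cut at about 3.6% in these data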;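 note: 0% = DAX-1 cells with DMSO and 100% = cells lacking DAX-1 with DMSO; higher inhibition means more luminescence from relief of DAX-1 repression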
sPLA2-III inh = Blocks human group III sPLA2 activity | 370,000 compounds, 0.56% hits | AID 743126 | QFRET BODIPY PC-A2 liposome hydrolysis, fluorescence | inhibition, % at 12.2 µM;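 active = inhibition above mean plus 3 SD of compounds lying within the high and low control bounds, cut at about 19% in these data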;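 note: 0% = median of test compound wells and 100% = no enzyme DMSO wells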
Target sequence (Q9NZ20 whole entry, looked up): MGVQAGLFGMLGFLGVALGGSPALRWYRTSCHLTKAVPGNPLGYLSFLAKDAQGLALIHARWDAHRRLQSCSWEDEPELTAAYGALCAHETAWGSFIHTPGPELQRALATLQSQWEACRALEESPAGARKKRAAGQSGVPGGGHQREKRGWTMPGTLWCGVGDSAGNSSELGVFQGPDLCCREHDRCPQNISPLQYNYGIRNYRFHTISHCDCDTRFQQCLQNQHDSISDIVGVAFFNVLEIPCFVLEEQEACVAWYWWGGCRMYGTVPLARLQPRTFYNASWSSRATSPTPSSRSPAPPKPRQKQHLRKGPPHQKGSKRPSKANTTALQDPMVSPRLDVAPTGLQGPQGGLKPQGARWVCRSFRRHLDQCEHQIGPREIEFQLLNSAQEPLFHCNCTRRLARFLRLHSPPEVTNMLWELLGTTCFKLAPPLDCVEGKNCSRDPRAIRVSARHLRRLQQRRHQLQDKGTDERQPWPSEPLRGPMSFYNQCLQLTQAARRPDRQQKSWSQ
FXN GAA850 act = frataxin GAA850 promoter activation. HEK293 lucGAA850 FXN promoter luciferase reporter, 24 h; percent of 10 µM SAHA response. activation, % at 6 µM. 360,000 compounds, 0.56% hits;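 active = activation above the average of all compounds screened plus 3 SD, cutoff fixed separately per campaign, cut at about 7.5% in these data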;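 note: 0% = DMSO wells and 100% = 10 µM SAHA wells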
hgDAF12 agonist = hgDAF-12 agonism, primary luciferase screen; HEK293 GAL4-hgDAF12 UAS-luciferase reporter, agonist luminescence; normalized to butyrate control; activation, % at 6.8 µM; 370,000 compounds, 1.8% hits;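 active = activation above a cutoff set at the mean of all screened compounds plus 3 SD, cut at about 10% in these data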;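 note: 0% = DMSO wells and 100% = sodium butyrate wells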
* marks the source's active call; other numbers are inactive results; . = no result given.

| Structure | PLCb3 inh | ssDAF12 agonist | PG9 binder | hcDAF12 agonist | SMARCA2 act | DAX1 inh-1 | NR1D1 modulator | DAX1 inh-2 | sPLA2-III inh | FXN GAA850 act | hgDAF12 agonist |
| --- | --- | --- | --- | --- | --- | --- | --- | --- | --- | --- | --- |
| CCn1c(CCCc2ccc(OC)c(C)c2)n[nH]c1=S | -7 | -1.0 | 0.6 | -0.7 | -3 | 0.7 | 2 | -0.1 | 17 | 0.0 | -3.9 |
| COc1ccc(NC2=NC(C)(CO)CS2)cc1 (centres undefined) | 0 | -0.1 | -0.7 | 0.5 | 2 | -0.1 | 3 | 0.3 | -7 | 5.7 | 1.9 |
| COc1ccccc1C(=O)NC(=O)COc1ccc([N+](=O)[O-])cc1 | -2 | -0.8 | -2.3 | 1.8 | -3 | 0.0 | -7 | 2.1 | 0 | 1.6 | 0.2 |
| O=C(CCCc1nc2ccccc2s1)NC(c1ccccc1)c1ccccc1 | 5 | -1.2 | -1.6 | -1.1 | 7.9* | -0.6 | 6 | 0.5 | 1 | 0.7 | -0.3 |
| O=c1[nH]c(/C(Cl)=C/c2c(F)cccc2Cl)nc2cc(Cl)ccc12 | 1 | 0.2 | 2.5 | 3.9 | -1 | 0.4 | -8 | 0.5 | 0 | -2.0 | -0.6 |
| Cc1ccc2nc(/C(C#N)=C\c3ccc([N+](=O)[O-])o3)[nH]c2c1 | -76 | 0.1 | -6.5 | 1.7 | -1 | -1.5 | 6 | -0.5 | -6 | 8.1* | 0.7 |
| O=C(O)c1cccnc1SC1CC(=O)N(CCc2ccccc2)C1=O (centres undefined) | 1 | -1.2 | -0.1 | -1.5 | 2 | 1.6 | 2 | -0.3 | 2 | -0.5 | 0.6 |
| C=CCOC(=O)/C(=C/c1ccco1)NC(=O)/C=C/c1ccccc1 | -13 | -0.8 | -1.7 | -1.5 | -1 | -0.6 | 4 | 0.0 | -3 | 2.2 | 0.1 |
| CCc1cccc(C)c1NC(=O)CNCc1ccccc1 | 1 | -1.8 | 1.2 | -0.3 | -1 | 0.8 | -2 | 0.1 | 3 | 0.8 | -2.9 |
| O=C(C(=O)N1CCC(CNC(=O)c2cccnc2Cl)CC1)c1cccs1 | 6 | -0.2 | -0.4 | -0.1 | 0 | . | 1 | 1.3 | 3 | . | 1.4 |
| COCCCN1C(=O)[C@H](CC(=O)NCCCCc2ccccc2)[C@]2(C(=O)OC)CCCCC=C12 | 3 | -1.4 | . | -1.5 | 0 | . | -11 | -0.3 | -3 | . | 0.0 |
| CCc1ccccc1NC(=O)/C(=C/c1ccccc1)c1ccccc1 | -1 | -1.4 | -0.4 | -2.5 | -4 | -1.3 | 4 | -1.0 | -8 | 0.2 | -3.8 |
| CCN(CC)CC(C)CNC(=O)CC(C(=O)N1CCc2ccccc21)n1ccnc1 (centres undefined) | -2 | -0.6 | -0.4 | 1.6 | 1 | 0.4 | -1 | 0.6 | 4 | -0.8 | 2.5 |
| CCCc1cc(=O)[nH]c(SCC(=O)c2cc(C)n(C3CC3)c2C)n1 | 0 | -0.6 | -0.3 | -1.7 | 0 | -1.4 | 3 | -1.3 | -4 | 0.4 | -1.6 |
| Clc1ccc(Oc2cccc(/C=N/n3cnnc3)c2)cc1 | -2 | -1.5 | -3.1 | -0.5 | 0 | -0.9 | 6 | -0.5 | -1 | -0.5 | 2.1 |
| COc1ccc(CCN2CC(C(=O)NCc3c(C)n[nH]c3C)CCC2=O)cc1 (centres undefined) | -9 | -0.1 | -2.4 | -1.3 | 1 | 0.4 | -5 | 1.7 | 10 | 1.0 | 2.2 |
| Cc1ccc(-c2nc3ccc(Br)cn3c2Cc2cccc(F)c2)cc1 | -7 | 0.4 | 1.6 | 0.8 | 6 | . | 2 | 3.5 | -21 | . | 21* |
| O=C(O)c1ccccc1NS(=O)(=O)c1ccccc1C(F)(F)F | 3 | -0.8 | -1.2 | -0.5 | -2 | 0.7 | -5 | -0.3 | -17 | 2.4 | -1.1 |
| CC(=O)c1cccc(-c2cnc3c(NC=O)cc(-c4ccc(N(C)C)cc4)cn23)c1 | -138 | -0.9 | -3.5 | -3.1 | -1 | . | 0 | -1.3 | 7 | 0.2 | -2.2 |
| NC(=O)c1ccc[n+](CC(=O)c2ccc(NC(=O)c3ccccc3)cc2)c1 | -10 | -1.3 | -3.2 | -1.9 | 1 | -0.2 | -1 | 0.8 | -10 | -1.2 | -1.2 |
| CC(C)(C)C(=O)Nc1ccc2oc(-c3cc(F)c(F)cc3Cl)nc2c1 | -71 | -0.2 | 0.7 | 3.7 | 1 | 3.7 | 22* | 1.5 | -1 | 6.7 | 7.7 |
| C/C=C/c1ccc(OCC(=O)OCC)c(OC)c1 | -2 | -1.4 | -0.9 | -1.1 | -2 | 0.7 | 0 | 1.7 | 2 | -0.3 | -2.5 |
| COc1ccc(-c2[nH]ncc2CNC(C)c2ccccc2Cl)cc1F (centres undefined) | -4 | -1.6 | 0.1 | -2.1 | 2 | -0.8 | -2 | 0.1 | -11 | 1.9 | -1.5 |
| COc1ccc(NC(=O)CN2C(=O)NC(c3ccccc3)(c3ccccc3)C2=O)cc1 | 0 | -1.1 | -0.4 | -0.3 | 0 | 0.5 | -4 | 0.0 | -16 | 1.3 | -0.3 |
| CC(=O)c1ccc(NC(=O)C(Cc2ccccc2)NC(=O)c2ccco2)cc1 (centres undefined) | -3 | -0.7 | 1.8 | 0.3 | 1 | 0.4 | -8 | 0.3 | -9 | 3.1 | 2.1 |
| CCCn1nnc(NC(=O)c2ccccc2Br)n1 | 3 | -1.4 | -2.8 | 1.6 | 3 | 0.8 | -1 | 1.1 | 3 | 5.4 | 2.4 |
| CN(C(=O)c1cccc(C#N)c1)c1nnc(C2CCOC2)s1 (centres undefined) | 1 | -0.8 | -1.8 | -2.2 | -1 | 1.1 | -3 | -0.2 | 7 | 1.9 | 0.2 |
| CCOC(=O)c1ccc2nc(Nc3nc4ccc(F)cc4s3)sc2c1 | -2 | -2.1 | -0.2 | -0.9 | -5 | -4.4 | 35* | -1.9 | 0 | -6.6 | -9.7 |
| O=C(COc1cccc2ccccc12)N/N=C/c1ccco1 | -7 | -2.0 | -2.4 | -3.6 | 2 | 3.6 | -1 | -0.6 | -10 | 1.5 | -3.6 |
| Cc1cc(C(=O)N(CCC#N)Cc2cccs2)no1 | -5 | -0.7 | -2.1 | 0.8 | -1 | 0.5 | 2 | -0.1 | 2 | 1.4 | -0.2 |
| CNC(=O)C[C@H]1C(=O)N(c2ccccc2)C[C@@H]1C | -3 | -1.2 | -1.9 | -0.4 | -2 | 0.4 | 12 | -0.2 | 1 | -0.4 | -2.9 |
| CC(=O)c1cccc(NC(=O)CSc2n[nH]c(-c3ccncc3)n2)c1 | -8 | -1.1 | -1.0 | -0.5 | 0 | -0.5 | 4 | 2.0 | -1 | 2.0 | 1.4 |
| Cn1c(/C=C/c2cccc([N+](=O)[O-])c2)nc2ccccc2c1=O | 1 | -1.4 | 1.9 | -0.8 | -3 | 0.5 | 6 | -0.5 | 2 | 1.2 | -0.3 |
| COc1ccc(NC(=O)CCNS(=O)(=O)c2ccccc2F)cc1S(N)(=O)=O | 1 | -1.0 | -1.8 | -0.7 | 2 | -1.2 | 2 | 0.4 | 4 | -0.7 | 1.5 |
| COc1cccc(NC(=O)CN(C)S(=O)(=O)c2ccc3[nH]c(=O)oc3c2)c1 | -6 | -1.1 | -0.7 | 2.7 | -1 | -0.4 | -5 | 0.1 | -9 | -1.2 | 2.0 |
| CC(=O)CSc1nnc(Cc2ccc([N+](=O)[O-])cc2)o1 | 3 | -1.9 | -1.6 | -0.5 | -1 | -0.6 | 5 | -0.3 | -17 | -1.2 | -1.7 |
| OCCC1CN(C2CCN(c3ccccc3)CC2)CCN1Cc1ccc(F)c(F)c1 (centres undefined) | -10 | -1.1 | 0.2 | 0.0 | -1 | -0.6 | 9 | 0.7 | -2 | 0.0 | 1.6 |
| Cn1nnnc1SCc1nnc(-c2ccccc2Br)o1 | -3 | -0.8 | 1.0 | 0.6 | 5 | 1.4 | 1 | 0.3 | -5 | 0.7 | 4.4 |
| C=CCNc1cnn(CC(C)=O)c(=O)c1Br | 2 | -1.1 | 2.1 | 1.6 | 0 | -0.5 | 1 | 1.1 | 6 | 0.7 | 1.2 |
| Oc1cc(-c2ccccc2)c2ccccc2c1 | -52 | -1.1 | -3.5 | -1.2 | -1 | 0.4 | 0 | -0.2 | -108 | 0.2 | 1.6 |
| COC(=O)/C(C#N)=C/c1c(N2CCN(c3ccc(OC)cc3)CC2)nc2c(C)cccn2c1=O | -33 | -0.2 | -1.4 | 2.0 | 4 | -2.0 | 33* | 0.8 | 1 | 3.4 | 4.2 |
| Cc1ccc(-n2cc(C(=O)c3ccc(N4CCN(C)CC4)cc3)nn2)cc1Cl | -13 | -1.6 | 2.3 | 0.3 | -4 | 1.9 | 1 | -0.1 | 7 | -0.9 | -4.1 |
| Cc1[nH]c2ccccc2c1C1(O)C(=O)N(Cc2ccc3c(c2)OCO3)c2ccccc21 (centres undefined) | -26 | 0.4 | -1.7 | 3.2 | -1 | 0.6 | 6 | -0.3 | -15 | -1.4 | 0.1 |
| O=C(COC(=O)c1cc[n+]([O-])cc1)Nc1ccc(Cl)c(C(F)(F)F)c1 | -14 | -1.1 | 0.2 | -1.7 | -1 | 0.2 | 6 | -0.6 | 4 | 1.4 | 2.2 |

Assay outcomes (PubChem)
